From PubChem
Kir21 inh: inhibitors of mouse Kir2.1 inward-rectifier potassium channel | HEK293-Kir2.1, FluxOR thallium flux fluorescence; active compounds read low | 0.85% of 310,000 active | B-score at 10 µM | P35561 | AID 1672;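 active means fluorescence ratio B-score at or below minus 3 SD of library scores, with starting-brightness B-score within 2 SD, cut at about -4.2 in these data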;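 further: channel flux triggered by added potassium and thallium sulfate stimulus; B-score of peak minus minimum fluorescence over baseline after thallium stimulus; more negative B-score means stronger Kir2.1 block with less thallium influx; some compounds called inactive have numbers as strong as hits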
Target sequence (P35561 whole entry, looked up): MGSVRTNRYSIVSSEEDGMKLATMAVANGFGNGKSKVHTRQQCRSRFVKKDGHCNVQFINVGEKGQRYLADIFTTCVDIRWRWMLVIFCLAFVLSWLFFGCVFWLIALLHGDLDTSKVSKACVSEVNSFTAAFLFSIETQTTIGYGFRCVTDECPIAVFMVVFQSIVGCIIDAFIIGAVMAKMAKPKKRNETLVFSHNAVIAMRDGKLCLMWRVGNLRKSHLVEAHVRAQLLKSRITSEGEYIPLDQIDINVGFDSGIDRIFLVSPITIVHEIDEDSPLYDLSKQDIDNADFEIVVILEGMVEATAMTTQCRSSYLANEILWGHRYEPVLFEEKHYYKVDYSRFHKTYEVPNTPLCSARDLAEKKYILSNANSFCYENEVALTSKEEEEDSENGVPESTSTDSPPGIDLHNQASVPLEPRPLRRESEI
STK33 inh: human STK33 kinase inhibition; Q9BYT3; purified STK33, MBP phosphorylation, ADP-Glo luminescence; inhibition, % at 10 µM; 0.073% of 320,000 active;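 active means inhibition at or above 25%, using the most active replicate where run in duplicate; inactive means inhibition below 25%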
Target sequence (Q9BYT3 whole entry, looked up): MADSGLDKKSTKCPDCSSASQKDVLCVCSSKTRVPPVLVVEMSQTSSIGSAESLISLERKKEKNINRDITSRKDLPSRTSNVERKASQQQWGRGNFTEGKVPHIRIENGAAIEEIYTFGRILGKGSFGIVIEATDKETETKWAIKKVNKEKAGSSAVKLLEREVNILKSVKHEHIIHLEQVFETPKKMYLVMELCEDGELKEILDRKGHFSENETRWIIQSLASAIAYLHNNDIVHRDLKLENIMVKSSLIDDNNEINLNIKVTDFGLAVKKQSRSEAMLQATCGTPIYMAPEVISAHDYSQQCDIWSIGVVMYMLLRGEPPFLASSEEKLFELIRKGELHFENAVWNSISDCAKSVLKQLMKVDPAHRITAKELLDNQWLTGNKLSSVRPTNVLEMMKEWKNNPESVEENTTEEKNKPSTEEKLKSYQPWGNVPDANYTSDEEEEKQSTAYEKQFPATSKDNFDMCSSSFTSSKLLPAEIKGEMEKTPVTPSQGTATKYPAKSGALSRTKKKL
* = called active by the depositor.

For O=C(CCN1C(=O)/C(=C/c2ccccc2Cl)SC1=S)NC1CCS(=O)(=O)C1 (stereo not given) the results were Kir21 inh -0.73 and STK33 inh 0.3.
`CC1CCCCC1NC(=O)Cn1c(=O)cnc2ccccc21` (stereo not given) gave STK33 inh -1.0.
Screening Cn1nnc2c[n+](CC(=O)c3ccc(Cl)cc3)cc(Br)c21 returned Kir21 inh -1.41 and STK33 inh 0.5.
CC(C)(C)c1nc(SCC(=O)NNC(=O)c2ccccc2)c2ccccc2n1 was read as Kir21 inh -0.08 and STK33 inh 1.8.
`O=C(Nc1ccc(C(=O)N2CCCC2)cc1)c1cccc(C(F)(F)F)c1` gave Kir21 inh -1.16 and STK33 inh -1.2.
For COc1cccc(-c2ncc3ccccc3c2CO)c1 the results were STK33 inh 0.7.
`COC(=O)c1nc(N)sc1-c1ccccc1` gave STK33 inh 0.0.
For COc1cccc(NC(=O)Nc2cnccn2)c1 the results were Kir21 inh -0.91 and STK33 inh 0.5.
`CCc1noc(C)c1C(=O)Nc1cc(Cl)ccc1N1CCOCC1` gave Kir21 inh -0.75 and STK33 inh -1.8.
For C(=N\Nc1nc(-c2ccccc2)cs1)/c1cccnc1 the results were Kir21 inh -0.01 and STK33 inh -2.9.
Screening Cc1ccnc(NC(=O)Cc2c(F)cccc2Cl)c1 returned Kir21 inh 0.2 and STK33 inh 0.2.
Screening Nn1cc(-c2ccccc2)nc1SCC(=O)NCC1CCCO1 (stereo not given) returned Kir21 inh 0.48 and STK33 inh 0.4.
Screening O=C(O)c1ccc2cccc(O)c2n1 returned Kir21 inh -0.49 and STK33 inh -1.0.
COc1ccc(COC(=O)c2ccc(C)c(S(=O)(=O)N3CCOCC3)c2)cc1F was read as Kir21 inh 0.74 and STK33 inh -0.9.
`N#Cc1c(N)nc(SCC(=O)NCc2ccc3c(c2)OCO3)c(C#N)c1-c1cccs1` gave Kir21 inh -0.02 and STK33 inh -0.5.
For CCOC(=O)N1CCC(N2CCN(C3CCCC3)C(CCO)C2)CC1 (stereo not given) the results were Kir21 inh 1.43 and STK33 inh 0.1.
Screening CC(C)CCNC(=O)CCNS(=O)(=O)c1ccc(Cl)cc1 returned Kir21 inh -0.06 and STK33 inh 1.1.
Screening COc1ccc(CCNC(=O)C2CCN(C(=O)c3ccc(C(C)(C)C)cc3)CC2)cc1OC returned Kir21 inh -1.84 and STK33 inh 1.2.
Screening S=C(Nc1cccc(Cl)c1)Nc1ccccc1Oc1ccccc1 returned Kir21 inh -1.4 and STK33 inh -0.2.
Screening CCOC(=O)/C(C#N)=C\c1ccc(N2CCN(C/C=C/c3ccccc3)CC2)cc1 returned Kir21 inh -0.15 and STK33 inh -0.3.
For CS(=O)(=O)N(CC(=O)NCc1ccco1)c1ccc(Cl)c(C(F)(F)F)c1 the results were Kir21 inh -3.76 and STK33 inh 0.5.
COC(=O)C(C)Sc1nc2c(c(=O)n(C)c(=O)n2C)n1CCC(C)C (stereo not given) was read as Kir21 inh -0.99 and STK33 inh -0.2.
CCOc1ccccc1/C=N/NC(=O)Cc1csc(Nc2cccc(C(F)(F)F)c2)n1 was read as Kir21 inh 0.53 and STK33 inh -0.2.
Cc1ccc(NC(=O)Cn2c(=O)oc3ccccc32)c(C)c1 was read as Kir21 inh 0.05 and STK33 inh -1.3.
O=C(CSc1ncc(C(F)(F)F)cc1Cl)N1CCNC1=O was read as STK33 inh -2.9.
C=CCN(CC=C)c1nc2ccccc2nc1C(C#N)C(=O)OC(C)C (stereo not given) was read as Kir21 inh -0.95 and STK33 inh -0.7.
NC(=O)CCC(NS(=O)(=O)c1ccc(Cl)cc1)C(=O)NCc1ccc(Cl)cc1 (stereo not given) was read as Kir21 inh 0.02 and STK33 inh 0.3.
`O=c1c2ccccc2c(-c2ccccc2)nn1-c1cc(Cl)cc(Cl)c1` gave Kir21 inh -0.71 and STK33 inh -2.0.
CC1CCc2[nH]c3ccc(C(=O)O)cc3c2C1 (stereo not given) was read as Kir21 inh 1.27 and STK33 inh -1.3.
CCC(=O)Nc1ccc(C(=O)NNC(=O)c2ccccc2)cc1 was read as Kir21 inh 0.88 and STK33 inh -0.1.
Screening O=C(CC1NCCNC1=O)NC1Cc2ccccc2C1 (stereo not given) returned Kir21 inh 1.9 and STK33 inh 0.1.
`Cc1ccc(CNC(=O)c2cc3c(C)nc4ccccc4c3o2)cc1` gave Kir21 inh -2.58 and STK33 inh -0.4.
O=C(CSc1nnc(-c2cnccn2)n1Cc1ccco1)c1ccc(Cl)c(Cl)c1 was read as Kir21 inh 0.04 and STK33 inh -0.4.
`C/C(=N\NC(=O)c1cc(O)ccc1O)c1cccc(NC(=O)c2ccc(Cl)cc2)c1` gave Kir21 inh 0.45 and STK33 inh -0.4.
`CC(C)CCc1noc(CN2CCN(c3ccc(Cl)cn3)CC2)n1` gave Kir21 inh 0.57 and STK33 inh 0.3.
COc1cc(/C=C2/C(=N)N3C(c4ccccc4)=CSC3=NC2=O)ccc1OCC(=O)O was read as Kir21 inh -1.46 and STK33 inh 1.2.
`Cc1c(C(=O)N2CCCCC2)c(S(=O)(=O)NCc2ccc(F)cc2)c(C)n1C` gave Kir21 inh -1.3 and STK33 inh 0.3.
CCOC(=O)C1=C(C)N=c2s/c(=C\c3ccc(OCC(=O)O)cc3)c(=O)n2C1c1ccccc1 (stereo not given) was read as Kir21 inh 1.9 and STK33 inh -1.0.
`O=C(NNC(=O)c1sccc1-n1cccc1)c1ccc(Cl)cc1` gave Kir21 inh 0.45 and STK33 inh -1.0.
Screening Cn1cc(Br)c(NC(=O)/C=C/C(=O)O)n1 returned Kir21 inh 1.6 and STK33 inh -3.1.
Screening O=C(O)CCCC(=O)N1N=C(c2ccco2)CC1c1ccco1 (stereo not given) returned Kir21 inh -1.15 and STK33 inh -1.1.
O=C(c1cccc(S(=O)(=O)NCc2ccccc2)c1)N1CCN(Cc2ccccc2)CC1 was read as Kir21 inh -0.02 and STK33 inh -0.6.
`COc1ccc(NC(=O)c2noc3c2CCC3)cc1` gave Kir21 inh -0.27 and STK33 inh 2.3.
`CC[C@]12c3[nH]c4ccccc4c3CCN1C(=O)C(CC(=O)NCCCOC)C[C@@H]2C(=O)N1CCN(C(=O)c2ccco2)CC1` (stereo not given in full) gave STK33 inh 0.7.
For COc1ccccc1NS(=O)(=O)c1cccc(C(=O)NCc2ccccn2)c1 the results were Kir21 inh 0.02 and STK33 inh -0.9.
Screening O=C(NC(=S)Nc1ccc(S(=O)(=O)N2CCOCC2)cc1)c1ccccc1[N+](=O)[O-] returned Kir21 inh 0.12 and STK33 inh 0.5.
For COc1ccc(N2C(=O)CSC23C(=O)Nc2ccccc23)cc1 (stereo not given) the results were Kir21 inh -0.55 and STK33 inh 2.8.
For O=C(COC(=O)c1ccc(Cl)cc1)NCC1CCCCC1 the results were STK33 inh 2.5.
`Cc1[nH]c2ccccc2c1C(=O)CSc1nnc(C2CC2)o1` gave STK33 inh -1.5.
For CCOc1ccc(NCc2cccn2-c2nnc(N3CCC(C(=O)NCCCN4C(C)CCCC4C)CC3)s2)cc1 (stereo not given) the results were Kir21 inh -0.08 and STK33 inh 0.1.
For Cc1c(Cl)cccc1-n1c(SCC(=O)N2CCC(C(=O)O)CC2)nc2ccccc2c1=O the results were Kir21 inh -1.21 and STK33 inh -0.6.
`COc1ccc(-c2cn[nH]c2C)cc1` gave Kir21 inh -0.69 and STK33 inh 8.8.
For O=C(CO/N=C/c1ccc2c(c1)OCO2)Nc1cccc(Br)c1 the results were Kir21 inh 1.34 and STK33 inh -0.7.
Screening CC1(C)NC(=O)N(CC(O)COC2CCCCC2)C1=O (stereo not given) returned Kir21 inh 0.35 and STK33 inh -2.4.
For C[C@H](CO)N1C[C@H](C)[C@@H](CN(C)S(=O)(=O)c2ccccc2)Oc2ccc(NC(=O)NC3CCCCC3)cc2C1=O the results were STK33 inh -0.5.
Screening COc1ccc(CCNc2nc(=O)[nH]nc2C)cc1OC returned Kir21 inh 0.69 and STK33 inh 0.6.
`COc1ccc(CNc2ccc3c(c2)ncn3-c2ccccc2OC)cc1` gave Kir21 inh 2.16 and STK33 inh -1.9.
For COC(=O)[C@]1(CC(C)C)N[C@H](c2ccc(-c3ccccc3)cc2)[C@@H]2C(=O)N(C)C(=O)[C@@H]21 the results were STK33 inh -0.9.
CN(CC(=O)NCc1cccnc1)S(=O)(=O)c1ccccc1 was read as Kir21 inh -0.08 and STK33 inh -0.6.
Screening Cc1ccc(C(=O)NNC(=O)CSc2nc(N)cc(N)n2)cc1 returned Kir21 inh -1.48 and STK33 inh -1.7.

Ordered by length of the SMILES (highest first): 5 of the compounds above.
For CCOc1ccc(NCc2cccn2-c2nnc(N3CCC(C(=O)NCCCN4C(C)CCCC4C)CC3)s2)cc1 (stereo not given) the results were Kir21 inh -0.08 and STK33 inh 0.1.
`COc1ccc(CNc2ccc3c(c2)ncn3-c2ccccc2OC)cc1` gave Kir21 inh 2.16 and STK33 inh -1.9.
Screening Cc1ccc(C(=O)NNC(=O)CSc2nc(N)cc(N)n2)cc1 returned Kir21 inh -1.48 and STK33 inh -1.7.
CN(CC(=O)NCc1cccnc1)S(=O)(=O)c1ccccc1 was read as Kir21 inh -0.08 and STK33 inh -0.6.
Screening CC1(C)NC(=O)N(CC(O)COC2CCCCC2)C1=O (stereo not given) returned Kir21 inh 0.35 and STK33 inh -2.4.

Additional compounds.
`Cc1ccc(C(=O)NC(=S)Nc2ccc3[nH]c(=O)[nH]c3c2)cc1C` gave Kir21 inh -0.69 and STK33 inh -1.4.
`O=S(=O)(NCC1CCCO1)c1ccccc1` (stereo not given) gave Kir21 inh 2.79 and STK33 inh -1.1.
COc1ccc(NC(=O)CSc2nnc(N)s2)c([N+](=O)[O-])c1 was read as Kir21 inh 0.22 and STK33 inh 1.2.
Screening COc1cc(-c2nnc(SCC(=O)c3cc(C)n(CC4CCCO4)c3C)o2)cc(OC)c1OC (stereo not given) returned Kir21 inh -0.66 and STK33 inh -3.5.
`C/C(=N\N=C1\NC(=O)C(Cc2ccccc2)S1)c1ccccc1` (stereo not given) gave Kir21 inh 1.04 and STK33 inh -0.2.
For O=c1c2ccccc2nc(/C=C/c2cccc([N+](=O)[O-])c2)n1CCCO the results were Kir21 inh -0.47 and STK33 inh 1.2.
For CCCCNc1nc2c(c(=O)[nH]c(=O)n2C)n1CCOc1ccccc1 the results were Kir21 inh -0.45 and STK33 inh -0.5.
`CC(=O)N=C(N)Sc1nc2ccccc2[nH]1` gave Kir21 inh 1.89 and STK33 inh 0.3.
Screening Cc1cccc(C(=O)N[C@@H]2c3ccccc3C[C@@H]2O)n1 returned Kir21 inh 0.27 and STK33 inh 0.2.
`CCOC(=O)CSc1nc2c(sc(=S)n2-c2ccc(OCC)cc2)c(=O)[nH]1` gave Kir21 inh 0.3 and STK33 inh -1.1.
For CN(C)/C=N/c1nc2nccc(-c3ccc(F)cc3)n2n1 the results were Kir21 inh -1.49 and STK33 inh 1.7.
Screening COC(=O)c1cc(C#N)c(OC)nc1C returned Kir21 inh 0.13 and STK33 inh -0.8.

Fetched by compound from the list above, 5 records:
`O=S(=O)(NCC1CCCO1)c1ccccc1` (stereo not given) gave Kir21 inh 2.79 and STK33 inh -1.1.
`Cc1ccc(C(=O)NC(=S)Nc2ccc3[nH]c(=O)[nH]c3c2)cc1C` gave Kir21 inh -0.69 and STK33 inh -1.4.
COc1ccc(NC(=O)CSc2nnc(N)s2)c([N+](=O)[O-])c1 was read as Kir21 inh 0.22 and STK33 inh 1.2.
Screening COC(=O)c1cc(C#N)c(OC)nc1C returned Kir21 inh 0.13 and STK33 inh -0.8.
For O=c1c2ccccc2nc(/C=C/c2cccc([N+](=O)[O-])c2)n1CCCO the results were Kir21 inh -0.47 and STK33 inh 1.2.

The listing picks up with the three entries that preceded the break.
`CCOC(=O)CSc1nc2c(sc(=S)n2-c2ccc(OCC)cc2)c(=O)[nH]1` gave Kir21 inh 0.3 and STK33 inh -1.1.
For CN(C)/C=N/c1nc2nccc(-c3ccc(F)cc3)n2n1 the results were Kir21 inh -1.49 and STK33 inh 1.7.
Screening COC(=O)c1cc(C#N)c(OC)nc1C returned Kir21 inh 0.13 and STK33 inh -0.8.
For c1ccc(-c2ccccc2OCCCN2CCCC2)cc1 the results were Kir21 inh -4.21* and STK33 inh -1.0.
Screening CCOc1ccc(CN2C(=O)c3ccccc3C2=O)cc1C(=O)O returned Kir21 inh -2.39 and STK33 inh -1.8.
Screening O=C(COC(=O)c1ccc(Cl)nc1)Nc1ccc2c(c1)OCCO2 returned STK33 inh 0.7.
`Cc1c(C(=O)Nc2ccccc2F)cnn1-c1ccccc1` gave Kir21 inh 0.13 and STK33 inh 0.0.
CN(C)C(CNC(=O)CCNC(=O)c1ccc(Br)cc1)c1ccco1 (stereo not given) was read as Kir21 inh -1.27 and STK33 inh -0.8.
COc1ccc(Cl)cc1NC(=O)CN(C)CC(=O)Nc1ccc(C)cc1Br was read as Kir21 inh -0.42 and STK33 inh 0.1.
For CCc1ccc(-c2cc(C)no2)cc1S(=O)(=O)N1CCOc2ccc(C)cc21 the results were Kir21 inh 0.43 and STK33 inh -1.3.
CC(C)(C)N(CC(=O)NC1CCCCC1)C(=O)CS(=O)CC(=O)Nc1ccc(F)cc1 (stereo not given) was read as Kir21 inh -1.25 and STK33 inh -1.6.
CCN1C(=O)[C@H]2[C@@H](c3ccc(-c4ccc(C(C)=O)cc4)cc3)N3CCC[C@@]3(C(=O)OC)[C@H]2C1=O was read as Kir21 inh 1.75 and STK33 inh 0.8.
For O=C(Cc1ccc(NC2=NC3CS(=O)(=O)CC3S2)cc1)N1CCN(c2ccc(F)cc2)CC1 (stereo not given) the results were Kir21 inh -0.01 and STK33 inh -1.2.
Screening CCc1nnc(NC(=O)CN2C(=O)N(C)C3(CCCCC3)C2=O)s1 returned STK33 inh 0.0.
